Screens (PubChem BioAssay)
FBW7 activator: human FBW7 E3 ligase activation, primary screen; AlphaScreen FBW7–phospho-cyclin E peptide binding, activator screen; 0.13% of 650,000 active; normalized activity (activation), % at 26.1 µM; in the data active means normalized activity above about 1.9%;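 further: purified mutant Fbw7 with reduced substrate affinity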
TEAD-YAP inh: TEAD-YAP interaction inhibition; 1.4% of 640,000 active; AID 1259422; HEK-TIYL cells, TEAD-Gal4/YAP UAS-luciferase luminescence; inhibition, % at 9.12 µM; in the data active means inhibition above about 32%;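 further: 0% = median of test compound wells and 100% = reference inhibitor wells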
GPR151 activ: activators of human GPR151. activation, % at 11.2 µM. 1% of 650,000 active. PathHunter beta-arrestin GPR151 cells, luminescence. Q8TDV0. AID 1508602; in the data active means activation above about 4.9%;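 further: 0% = median of compound wells and 100% = cells with positive control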
Target sequence (Q8TDV0 whole entry, looked up): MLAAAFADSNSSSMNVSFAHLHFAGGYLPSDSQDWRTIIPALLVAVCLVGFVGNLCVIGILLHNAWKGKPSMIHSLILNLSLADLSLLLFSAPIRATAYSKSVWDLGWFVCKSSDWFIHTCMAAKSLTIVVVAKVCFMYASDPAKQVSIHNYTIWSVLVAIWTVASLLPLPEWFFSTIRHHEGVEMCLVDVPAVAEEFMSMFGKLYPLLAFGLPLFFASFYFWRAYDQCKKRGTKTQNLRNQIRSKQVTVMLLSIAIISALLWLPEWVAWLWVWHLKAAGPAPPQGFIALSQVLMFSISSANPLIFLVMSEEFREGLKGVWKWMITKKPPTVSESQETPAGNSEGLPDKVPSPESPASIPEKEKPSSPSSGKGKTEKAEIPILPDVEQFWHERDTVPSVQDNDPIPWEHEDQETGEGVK
MITF primary: inhibitors of human MITF; AlphaScreen MITF homodimerization, bead proximity signal; 0.91% of 650,000 active; O75030; inhibition, % at 2.6 µM; in the data active means inhibition above about 50%;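 further: 0% = vehicle wells with protein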
Target sequence (O75030 whole entry, looked up): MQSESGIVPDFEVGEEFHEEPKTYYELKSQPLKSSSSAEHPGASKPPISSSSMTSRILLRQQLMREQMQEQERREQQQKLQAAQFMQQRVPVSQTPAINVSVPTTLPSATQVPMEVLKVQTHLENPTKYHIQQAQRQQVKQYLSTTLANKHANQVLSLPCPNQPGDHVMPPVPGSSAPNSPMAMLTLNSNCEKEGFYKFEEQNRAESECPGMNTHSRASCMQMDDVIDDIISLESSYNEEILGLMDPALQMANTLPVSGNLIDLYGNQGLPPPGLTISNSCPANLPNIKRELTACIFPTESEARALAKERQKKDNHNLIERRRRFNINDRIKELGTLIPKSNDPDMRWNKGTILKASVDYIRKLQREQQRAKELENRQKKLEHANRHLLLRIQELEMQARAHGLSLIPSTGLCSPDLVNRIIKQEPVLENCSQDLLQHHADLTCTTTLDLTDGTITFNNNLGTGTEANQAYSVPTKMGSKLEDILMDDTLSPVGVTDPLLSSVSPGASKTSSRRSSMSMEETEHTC
The depositor's hits bear a star; . = no result given; & = joins results of further samples.

Compound	FBW7 activator	TEAD-YAP inh	GPR151 activ	MITF primary
O=C(Nc1nnc(-c2cccc([N+](=O)[O-])c2)s1)c1ccc(S(=O)(=O)N2CCCCC2)cc1	0.0	1	-0.4	5
Cc1ccccc1NC(=O)C1(N(CC(C)C)C(=O)Cn2nnnc2N)CCCCC1	-0.1	-5	0.8	9
CCc1nn(C(C)C(=O)NCc2ccccc2)c(=O)c2cc3occc3n12 (configuration not stated)	0.9	11	-0.8	8
CCN(CC)S(=O)(=O)c1ccc(N/N=C/c2cccs2)c([N+](=O)[O-])c1	0.0	-3	0.1	1
O=[N+]([O-])c1cc(N=Cc2ccco2)ccc1Cl	0.6	11	-0.9	-5
Cc1ccccc1-c1nc(CSCC(=O)N2CCOCC2)c(C)o1	-0.1	12	0.7	-3
COC(=O)C1=C(C)N(Cc2ccc(C)cc2)C(=O)/C1=C\c1ccco1	-0.2	-2	-0.2	20
Cc1ccc2nc(N(Cc3ccncc3)C(=O)c3ccc4c(c3)OCCO4)sc2c1	0.2	-20	0.4	13
Cc1ccc(C)c(-n2c(CNC(=O)c3ccc(S(=O)(=O)N4CCOCC4)cc3)nnc2SCC(=O)N2CCc3ccccc32)c1	0.3	2	-1.4	9
Nc1c(/C=C2\C=Nc3ccccc32)c(=O)nc2scc(-c3ccccc3)n12	-0.2	-7	-1.7	-3
O=C(CCc1nnc(C2(c3ccc(Cl)cc3)CCC2)o1)NCCCn1cccn1	0.0	-10	-1.3	12
CCCOC(=O)c1ccc(Nc2cc(C)nc3ccc(Cl)cc23)cc1	0.2	5	1.9	-5
Cc1ccsc1CN(C(=O)COc1ccc([N+](=O)[O-])cc1)C1CCS(=O)(=O)C1 (configuration not stated)	0.0	-6	0.3	-5
O=C(NCCC[N+]1=CC=NC1c1ccccc1)N1CCCc2nc(-c3ccc(Br)cc3)ccc21 (configuration not stated)	0.0	.	2.3	4
NC(=O)c1cccc(N=Cc2ccccc2Cl)c1	0.0	6	-0.7	3
CCOC(=O)c1cc2c(N)c(C(=O)c3ccccc3)oc2nc1C	0.2	-27	-0.6	4
C=CCN1C(=O)NC2C1N(S(C)(=O)=O)CCN2S(C)(=O)=O (configuration not stated)	-0.1	-2	0.1	2
NC(=S)N/N=C/c1cc([N+](=O)[O-])ccc1Cl	-0.2&0.6	21&12	0.9&-1.5	5&13
O=C(CN1C(=O)C2C3C=CC(C3)C2C1=O)OCC(=O)c1ccc(Cl)cc1 (configuration not stated)	-0.1	11	1.0	3
Cc1ccccc1C(=O)NNc1cc(=O)n(C)c(=O)n1C	0.0	-2	-1.2	5
CC1(C)CC(=O)C2=C(C1)N(c1c(F)cccc1F)C(N)=C(C#N)C2c1cccnc1 (configuration not stated)	-0.1	-14	-0.2	-3
O=C(NCc1ccccc1)c1cnc(NCCN2CCOCC2)s1	0.1	-3	-0.3	1
O=C(c1ccco1)N1CCN(C2=Nc3cccc4cccc2c34)CC1	-0.1	-15	-0.5	18
O=C(Nc1ccc(F)c([N+](=O)[O-])c1)NC1CCCCC1	0.1	-24	-0.6	0
COCCN(CCOC)C(=O)Cn1nc2n(C)c3ccccc3n2c1=O	-0.1	-6	2.0	1
Cc1cc(C(=O)N2CCN(c3ccccc3F)CC2)ccc1[N+](=O)[O-]	0.3	-3	0.8	2
CCOC(=O)c1ccc(-n2nnc([N+](=O)[O-])c2C)cc1	0.1	3	1.0	3
COc1ccc(CC(=O)N/N=C/c2cccc3ccccc23)cc1	0.0	-2	0.8	0
O=C(C(O)c1ccc(Br)cc1)N1CCC(c2nc(-c3ccncc3)no2)C1 (configuration not stated)	-0.2	8	0.4	17
Cn1ccnc1C(=O)c1ccc([N+](=O)[O-])cc1	0.1	-7	0.2	10
CCOCCCNc1c2c(c(C#N)c3nc4ccccc4n13)CCC2	0.3	17	2.9	14
CC1(C)CC(=O)C2=C(C1)OC(N)=C(C#N)C2c1ccccc1I (configuration not stated)	-0.3	14	0.3	11
CC1CCCN(C(=O)NCc2noc3ccccc23)C1 (configuration not stated)	-0.1	-13	-1.1	-9
Cc1ccc(C2CC(c3cc(C)c(C)cc3C)=NN2c2ccccc2)o1 (configuration not stated)	0.0	5	1.4	0
Cc1nn(C(=O)/C=C/c2ccccc2)c(C)c1Sc1ccccc1	0.5	4	-0.5	3
COC(=O)CCCCCN1C(=O)/C(=C\c2ccc(O)c(OC)c2)SC1=S	0.0	11	-0.3	19
O=S(=O)(NCC12CC3CC(CC(C3)C1)C2)c1ccc(S(=O)(=O)N2CCOCC2)cc1	0.4	-6	1.2	3
CC1=CC2=NC(=O)CC(C)(C(=O)N(CC(=O)NC(C)C)C3CCCCC3)N2C=C1 (configuration not stated)	-0.4	1	0.6	-1
COc1cc([N+](=O)[O-])cc(/C=C2/C(=O)NC(=O)N(c3ccc(C(C)C)cc3)C2=O)c1O	0.1	7	-0.2	-12
CC(C)(C)P(=NC(=S)NNCCO)(N1CCCCCC1)N1CCCCCC1	-0.2	78*	2.0	-6
CN1CCN(c2nc(-c3cc(F)ccc3F)cs2)CC1	-0.2	-21	0.3	-40
Cc1cccc2cc(CN(CC3CCCO3)C(=O)c3n[nH]c4c3CCC4)c(N(C)C)nc12 (configuration not stated)	-0.1	-5	0.0	-5
Cc1nc(C)n(-c2ccc(Nc3nccc(-c4cc(F)cc(N5CCOCC5)c4)n3)cc2)n1	-0.1	9	1.6	1
CC(=O)NC(CC(C)C)c1nnc2n1CCN(Cc1cc3ccccc3[nH]1)CC2 (configuration not stated)	0.0	-10	-0.9	3
CCCN1CCC(=NNC(=O)c2ccc(OC)c(OC)c2)CC1	0.0	26	4.5	6
CCC(C)NC(=O)C1CCN(S(=O)(=O)c2ccc(C)c(Cl)c2)CC1 (configuration not stated)	-0.2	-2	-0.7	-10
CCOC(=O)c1c(NC(=O)c2cccc(C)c2)sc(C(=O)Nc2cccc(Cl)c2C)c1C	-0.1	-6	1.6	9
O=C(Nc1cc(-c2nc3ncccc3o2)ccc1Cl)c1cccc(OCc2ccccc2)c1	-0.2	-7	-0.1	0
CC1(c2ccc(OC(F)F)cc2)NC(=O)N(CC#N)C1=O (configuration not stated)	0.1	3	0.8	-1
CCC(=O)Nc1ccc(C(=O)NNC(=O)c2ccc([N+](=O)[O-])cc2)cc1	0.0	-1	0.0	1
COc1ccc(CCNc2nc(Nc3ccc4ncccc4c3)nc3nc[nH]c23)cc1	0.1	50*	0.0	15
COc1ccccc1NC(=O)CN1CCN(CC(=O)Nc2ccc(C(N)=O)cc2)CC1	0.1	-2	2.1	-10
O=c1[nH]c(CN(CCO)Cc2nc3sccc3c(=O)[nH]2)nc2sccc12	-0.2	6	0.1	78*
C/C(=N\NC(=O)c1ccncc1)c1ccc2c(c1)CCCC2	-0.3	-3	0.2	-6
CCOc1ccccc1NC(=O)c1cc2c(CO)cnc(C)c2oc1=O	0.0	-10	2.2	2
CC1=C(C(=O)OC2CCCCC2)C(c2cccc(C)c2)n2ncnc2N1 (configuration not stated)	-0.2	1	1.1	4
CCCCN(C(C)=O)c1nnc(-c2cccc(C)c2)s1	-0.2	-54	-0.5	-6
COc1ccc(CCNC(=O)Cc2ccc(F)cc2)cc1	-0.1	-14	-1.6	-12
COc1ccc(C(C)=O)cc1CSc1nc(N)cc(N)n1	0.2	1	0.6	5
C=CCN(CC=C)c1ncnc2ccc(Br)cc12	-0.1	-4	-0.5	-8

Later entries:
Compound	FBW7 activator	TEAD-YAP inh	GPR151 activ	MITF primary
O=C(CCCC(=O)OCC(F)(F)C(F)F)Nc1ccc(Cl)c(C(=O)O)c1	0.1	5	0.4	-1
Cc1ccc(/C=N/n2c(-c3ccccc3)n[nH]c2=S)s1	0.0	-2	-1.6	21
CC(=O)N1CCN(c2c3c(nc4c(-c5ccc(F)cc5)c(C)nn24)CCC3)CC1	0.0	-3	-1.5	-5
Cc1ccc(-c2cc(C(F)(F)F)n3ncc(C(=O)NCCCn4ccnc4)c3n2)cc1	0.0	11	-0.7	-2
O=c1oc2ccccc2c(NCc2ccccc2)c1[N+](=O)[O-]	0.2	-7	-1.3	17
CCOc1ccc(-c2n[nH]c(=S)o2)cc1	0.1	-6	-0.8	-7
O=C(Nc1cccc(C(F)(F)F)c1)c1ccc(N2C(=O)c3ccccc3C2=O)cc1	0.0	-7	0.5	-12
O=C(Nc1ccc([N+](=O)[O-])cc1Br)c1cc2cc([N+](=O)[O-])ccc2oc1=O	-0.1	6	-0.5	0
Cc1ccc(Cn2c(=O)c3cccnc3n(CC(=O)Nc3cc(C)[nH]n3)c2=O)cc1	0.1	-16	-0.5	7
Cc1ccccc1C(=O)Nc1c2c(nn1-c1cccc(C)c1C)CSC2	0.1	4	-1.0	2
COc1ccc(O)c(C(=O)c2coc(=N)c(C(=O)Nc3cc(C)c(Cl)cc3OC)c2)c1	0.1	-3	0.7	2
COc1cc(CC(=O)N2CCc3c(nc(N4CCCC4)[nH]c3=O)C2)ccc1O	0.3	-4	-0.8	-5
C/C(=N\N=C\c1c(F)cccc1Cl)c1nnn(-c2nonc2N)c1C	-0.1	-23	0.1	-1
C[N+](C)(C)c1nc(N2CCOCC2)nc(N(c2ccccc2)c2ccccc2)n1	0.1	15	0.8	-14
Cc1cc(C)c(C#N)c(SCC(=O)Nc2ccc([N+](=O)[O-])cc2)n1	0.1	-140	3.1	-3
N#C/C(=C\c1ccccc1)C(=O)NNS(=O)(=O)c1cccc([N+](=O)[O-])c1	0.4	-2	-0.2	12
COc1cccc(OC)c1C(=O)N(C)c1nnc(-c2cccnc2)s1	0.1	-4	-0.7	26
CN(C)c1nc2c(c(=O)[nH]c(=O)n2C)n1CCO	0.2	0	-0.2	10
O=C(O)/C=C/C(=O)N1CCN(C(=O)c2ccco2)CC1	0.0	10	-1.1	-5
CCCOC(=O)c1ccc(NC(=O)c2ccc(Cl)cc2)cc1	-0.1	4	1.0	-14
COc1cc(OC)c2c(c1)C1C=CCC1C(c1ccc(OC)c([N+](=O)[O-])c1)N2 (configuration not stated)	0.0	2	1.2	12
COc1ccc(-c2c(C(F)(F)F)oc3c(CN(C)C)c(O)ccc3c2=O)cc1	-0.3	1	-2.2	0
CCOC(=O)c1c(C)[nH]c(C(=O)CN2CCCCC2)c1C	0.0	10	-1.4	18
COc1ccccc1C(=O)CSc1cccc[n+]1[O-]	-0.4	-17	2.2	-6
CCOC(=O)c1cc2sc(C)cc2n1CC(=O)N(C(C)C)C(C)C	0.0	1	0.3	4
S=C(NCCC12CC3CC(CC(C3)C1)C2)Nc1ccc(Cl)cc1	-0.1	11	0.7	1
COc1ccc(Cc2noc(C3CCCCC3)n2)cc1	0.0	-17	-0.4	6

In the list so far, these contain an NH in an aromatic ring.
Compound	FBW7 activator	TEAD-YAP inh	GPR151 activ	MITF primary
Cc1cccc2cc(CN(CC3CCCO3)C(=O)c3n[nH]c4c3CCC4)c(N(C)C)nc12 (configuration not stated)	-0.1	-5	0.0	-5
CC(=O)NC(CC(C)C)c1nnc2n1CCN(Cc1cc3ccccc3[nH]1)CC2 (configuration not stated)	0.0	-10	-0.9	3
COc1ccc(CCNc2nc(Nc3ccc4ncccc4c3)nc3nc[nH]c23)cc1	0.1	50*	0.0	15
O=c1[nH]c(CN(CCO)Cc2nc3sccc3c(=O)[nH]2)nc2sccc12	-0.2	6	0.1	78*
Cc1ccc(/C=N/n2c(-c3ccccc3)n[nH]c2=S)s1	0.0	-2	-1.6	21
CCOc1ccc(-c2n[nH]c(=S)o2)cc1	0.1	-6	-0.8	-7
Cc1ccc(Cn2c(=O)c3cccnc3n(CC(=O)Nc3cc(C)[nH]n3)c2=O)cc1	0.1	-16	-0.5	7
COc1cc(CC(=O)N2CCc3c(nc(N4CCCC4)[nH]c3=O)C2)ccc1O	0.3	-4	-0.8	-5
CN(C)c1nc2c(c(=O)[nH]c(=O)n2C)n1CCO	0.2	0	-0.2	10
CCOC(=O)c1c(C)[nH]c(C(=O)CN2CCCCC2)c1C	0.0	10	-1.4	18

Full records from above. Screens in order: FBW7 activator | TEAD-YAP inh | GPR151 activ | MITF primary
Profile of COc1ccc(-c2c(C(F)(F)F)oc3c(CN(C)C)c(O)ccc3c2=O)cc1 : -0.3 | 1 | -2.2 | 0
Profile of Cc1cc(C)c(C#N)c(SCC(=O)Nc2ccc([N+](=O)[O-])cc2)n1 : 0.1 | -140 | 3.1 | -3
